# Compound activity deposited in PubChem by Broad Institute.
# DENV2 CPE = protects cells from dengue virus 2 cytopathic effect. CPE inhibition, % at 9.99 µM. DENV2-infected cells, cytopathic effect rescue, plate reader. hit rate 1.7% among 350,000; in the data active means CPE inhibition above about 20%, passing the limit was not always enough; inconclusive means no clear call, values can overlap the other calls; tested in BHK-21 cells;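 further: 0% = median of neutral control wells and 100% = median of positive control wells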
# CFTR F508del cor = CFTR F508del correction in bronchial cells; CFBE cells, YFP halide quenching; stimulated with forskolin plus potentiator P3; % fluorescence drop versus neutral controls; activity (quench increase), % at 7.58 µM; hit rate 0.36% among 350,000; AID 720511;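 active means mean added fluorescence quench of at least 8% versus neutral control, with both replicates also reaching 8%; inconclusive means only one of the mean or replicate conditions met; inactive means mean below 8% and not both replicates reaching 8%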;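 further: cells transiently co-express mutant CFTR-F508del with the halide-sensitive YFP; corrector assay measuring rescue of mutant channel to the surface after 24 h compound exposure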
# PAX8 inh HTS = PAX8 transcriptional activity inhibition | RMG-I TPO-luciferase reporter, SteadyGlo, 24 h | hit rate 1.2% among 360,000 | inhibition, % at 12.6 µM | AID 652154;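 active means mean replicate inhibition at least 60% with every replicate also reaching 60%; inconclusive means only one of the two criteria is met; inactive means mean below 60% and not all replicates reaching 60%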;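 further: luciferase light reporting Pax8 driven TPO promoter activity; plate controls were median of neutral control wells for no effect and mitoxantrone controls for full effect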
# INS-1E GSIS act = primary screen for activators of insulin secretion dependent on glucose, INS-1E cells, GLuc reporter luminescence | INS-1E GLuc reporter insulin secretion, 2-3 h | activation, % at 16.6 µM | hit rate 0.61% among 370,000 | AID 743287;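 active means lowest replicate activation of at least 40%, so every replicate reaches that level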;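 further: 0% = median of neutral control wells and 100% = median of IBMX positive control wells; some compounds called inactive have numbers as strong as hits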
# FN deposit inh = fibronectin deposition inhibition; hit rate 0.086% among 350,000; inhibition, % at 12.6 µM; AH1F fibroblasts, Alexa488-fibronectin deposition fluorescence, overnight;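 active means mean inhibition across replicates of 30% or more, regardless of how many single replicates reach that level; inconclusive means mean under 30% yet at least half of replicates reach 30%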;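 further: positive control wells lacked labelled fibronectin entirely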
#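 Material: AH1F fibroblasts assembling fluorescent fibronectin matrix; amount: 10000 AH1F cells/well; medium: DMEM, 2% serum; reagent: Alexa488-fibronectin, 24 nM final in well; dosing: single compound dose, delivered by pin transfer; incubation: 1 h adhesion, overnight exposure; detection: fluorescence after three HBSS washes, excitation 485 nm, emission 525 nm; measure: fibronectin deposition inhibition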
# EWS-Fli inh = inhibitors of EWS/Fli oncoprotein transcriptional activity; inhibition, % at 12.6 µM; A673 NR0B1-luciferase reporter, viability-normalised; hit rate 0.67% among 350,000;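 active means mean inhibition of at least 50% after viability correction, with every replicate also passing that limit; inconclusive means mean reaches 50% but only one of two replicates passes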;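 further: firefly luciferase signal divided by Alamar Blue viability fluorescence both relative to DMSO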
# miR122 inh = blocks miR-122 activity in Huh7 sensor cells. Huh7 miR-122 Renilla luciferase sensor, 48 h; neutral wells = 0, positive control = 100. activation (reporter increase), % at 12.5 µM. hit rate 0.3% among 340,000;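 active means mean replicate activation score at least 90 and every replicate individually at or above 90; inconclusive means only one of the two criteria met; inactive means neither criterion met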;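 further: higher luciferase means less miR-122 activity so hits act as miR-122 inhibitors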
# Numbers without * were called inactive; u = inconclusive; x = no result given; [ ] = remark or other dose.
SMILES,DENV2 CPE,CFTR F508del cor,PAX8 inh HTS,INS-1E GSIS act,FN deposit inh,EWS-Fli inh,miR122 inh
O=C(c1cccc(Cl)c1)N1CCC(=O)N(C(COCc2cccc(Cl)c2)Cc2ccccc2)CC1 (stereo not given),13,5.1,23,x,-1,26,1
COc1ccc(OCC(=O)Nc2c(C(=O)N(CCN(C)C)Cc3ccco3)oc3ccccc23)cc1,-6,-1.0,10,-6,10,7,2
O=C(O)CC(SCC(=O)Nc1ccc(Br)cc1)C(=O)O (stereo not given),-1,0.5,9,13,-3,3,5
CC(=O)Nc1ccc(C2=NN(Cc3nnc(-c4ccccc4)o3)C(=O)SC2)cc1,x,x,19,14,1,x,2
CCCCn1c(N)c(N(CCOC)C(=O)c2cc(C)oc2C)c(=O)[nH]c1=O,u,4.2,5,8,-1,3,x
Cc1noc(C)c1NC(=O)Nc1ccc2c(c1)C(=O)N([C@@H](C)CO)C[C@@H](C)[C@H](CN(C)Cc1ccc(C(F)(F)F)cc1)OCCCC[C@H](C)O2,-9,-0.1,-31,-10,x,11,-2[16.7 µM]
CC(=O)c1cccc(NC(=O)/C(=C\c2cccnc2)NC(=O)c2ccccc2)c1,-1,-1.8,1,2,5,2,-4
COc1ccc(Cl)cc1S(=O)(=O)NC(C)C(=O)NCCCn1ccnc1 (stereo not given),-1,3.6,-10,6,3,0,-2
C[C@@H]1CN([C@@H](C)CO)C(=O)c2cccc(NC(=O)c3cnccn3)c2O[C@@H]1CN(C)CC1CCCCC1,-5,-0.8,-15,9,x,3,-4[16.7 µM]
COc1ccc(Cc2n[nH]c(=S)n2-c2ccc3c(c2)OCCO3)cc1,9,0.2,-5,14,-14,28,x
COc1ccc(Nc2nc3ccccc3nc2NS(=O)(=O)c2cccs2)cc1,x,x,6,x,3,x,0
COc1ccc(-c2nnc(-c3ccccc3)o2)cc1OC,-4,1.2,-205,10,4,-107,3
CC(=O)Nc1cccc(/C(C)=N/NC(=S)NC(C)C)c1,12,0.7,-10,-4,-11,-20,x
COc1cc(CC(=O)OCC(=O)NC2CCCCCC2)cc(OC)c1OC,1,-1.4,-11,x,1,-2,4
COc1ccccc1S(=O)(=O)N[C@@H]1CC[C@@H](CC(=O)NCc2cccc(F)c2)O[C@H]1CO,2,-0.4,0,12,11,-37,-2[16.7 µM]
O=C1c2oc3ccc(F)cc3c(=O)c2C(c2cccc(O)c2)N1CCCN1CCOCC1 (stereo not given),-1,-0.5,10,4,-2,-2,x
C[C@H]1CN([C@@H](C)CO)C(=O)c2cccc(NS(=O)(=O)c3cn(C)cn3)c2O[C@@H]1CN(C)Cc1ccncc1,14,-2.0,9,17,x,1,-8[16.7 µM]
C[C@H]1CN([C@@H](C)CO)C(=O)c2cc(NC(=O)CCCCCC(=O)Nc3ccccc3N)ccc2O[C@@H]1CN(C)S(C)(=O)=O,-15,-0.7,-64,-4,x,-3,x
O=C(CSc1nnc(-c2ccc(Cl)cc2)o1)NNC(=O)c1ccncc1,11,-0.5,-5,5,-10,-3,3
COc1ccc(NC(=O)N(CCCN2CCOCC2)Cc2cccnc2)c(OC)c1,2,1.4,-9,4,-7,-4,6
Cn1cc(CCOCc2ccccn2)c2ccccc21,0,-1.7,-43,x,-6,-39,x
C[C@@H]1CN([C@H](C)CO)C(=O)c2cc(NS(=O)(=O)c3cn(C)cn3)ccc2O[C@H]1CN(C)S(=O)(=O)c1ccccc1,-8,0.0,x,22,x,2,5[16.7 µM]
CC(Sc1ccc(Cl)cc1)C(=O)NNC(=O)c1ccccc1O (stereo not given),7,-1.7,23,1,x,x,11
O=S(=O)(NCC(c1cccnc1)N1CCN(Cc2ccccc2)CC1)c1ccc(Cl)cc1 (stereo not given),14,1.2,0,-14,x,x,-10
Cc1ccc(/C=N/c2sc(Cc3ccccc3)c(C)c2C(N)=O)o1,x,x,3,10,1,26,-1
COc1ccc(C(C(=O)NC(C)(C)C)N(CCc2ccccc2)C(=O)CCC(=O)Nc2cc(C)on2)cc1 (stereo not given),1,-1.7,-30,-30,-3,-9,-12
Cc1ccc(C)c(N2CCN(C(=O)c3cc4ccccc4oc3=O)CC2)c1,4,0.5,-34,x,5,-6,-3
COc1ccc(S(=O)(=O)N[C@H]2CC[C@H](CC(=O)NCCc3ccncc3)O[C@H]2CO)cc1,23*,3.6,-6,3,x,0,x
CN(C)C(=O)c1ccc(-c2ccccc2[C@H]2[C@@H](C#N)N(C(=O)C3CCCC3)[C@@H]2CO)cc1,-3,-2.0,x,-3,0,12,x
N/C(=N\OC(=O)c1cccc2ccccc12)c1cccc([N+](=O)[O-])c1,x,x,x,-25,-12,x,2
C=CCn1c(SCC(=O)Nc2ccc(N3CCOCC3)cc2)nnc1-c1ccncc1,6,3.6,-7,0,4,-7,-2
CCCC#Cc1cnc2c(c1)C(=O)N([C@H](C)CO)C[C@H](C)[C@H](CN(C)S(=O)(=O)c1ccccc1)O2,-9,0.1,x,-11,4,-8,13[16.7 µM]
CN(CC(=O)Nc1cccc(F)c1)CC(=O)Nc1cccc2ccccc12,-1,-3.1,17,-23,x,5,-2
COc1ccc(CN2C=C3C(=O)C(C)(OC(=O)CCc4ccccc4)C(=O)C=C3C=C2c2ccc(C#N)cc2)cc1 (stereo not given),-5,0.1,4,1,9,-13,-6
COCCNC(=O)c1onc(CSc2cc(C)cc(C)c2)c1C(=O)NCCOC,-3,0.3,-4,-32,-1,-3,3
O=C(C[n+]1ccccc1)Nc1cc(C(F)(F)F)ccc1Cl,x,x,-24,-5,x,x,3
O=C(NNC(=O)c1sccc1-n1cccc1)Nc1ccccc1,-6,0.2,23,-1,-8,2,x
CN(CC(=O)Nc1cccc(F)c1)C(=O)c1ccc2c(c1)NC(=O)CS2,-1,-3.1,10,-9,1,-1,-3
Cc1c(C(=O)Nc2ccc(Cc3ccncc3)cc2)cccc1[N+](=O)[O-],x,x,29,-17,2,6,x
CCOC(=O)N1CCN(S(=O)(=O)N2CCCC(C(=O)NCc3ccc(C)cc3)C2)CC1 (stereo not given),-4,-0.9,-5,37,-19,3,2
CCOC(=O)c1n[nH]n2c1nc(=S)c1ccccc12,u,1.3,-13,10,3,7,8
COC(=O)c1cccc(NC(=S)N2CCOCC2)c1,2,1.9,32,-4,0,3,7
CC12CN(C(=O)c3ccc(Cl)cc3)C3(C#N)CC1CCC23C (stereo not given),x,x,13,x,-2,x,-4
COc1ccc(Cc2nnc(Cl)c3ccccc23)cc1OC,-2,-2.2,0,30,-7,4,1
CCO[C@H]1OC(C(=O)N2CCCCCCC2)=C[C@@H](C2CCCCC2)[C@@H]1CCCO,10,0.6,-27,41,-24,-7,10
COc1ccc(NC(=O)COC(=O)Cc2c[nH]c3ccccc23)cc1Cl,-8,-1.9,14,8,9,7,5
CC(C)NC(=O)N(C)C[C@H]1Oc2ccc(NC(=O)CCC(F)(F)F)cc2CC(=O)N([C@H](C)CO)C[C@H]1C,-5,-2.3,7,12,x,3,5[16.7 µM]
Cc1occc1C(=O)NCCCCc1ccccc1,x,x,-37,x,-2,x,-4
O=C(COC(=O)C1CC2CCCC(C1)C2=O)NC(=O)c1ccc(OC(F)F)cc1 (stereo not given),u,2.2,9,13,8,x,x
COc1ccc(S(=O)(=O)N2CC[C@@H]3[C@H]2c2cc(-c4ccccc4F)ccc2N[C@@H]3CO)cc1,0,-3.7,-6,9,7,6,7[16.7 µM]
O=C(C[C@@H]1C[C@H]2c3cc(NC(=O)Nc4ccccc4F)ccc3O[C@H]2[C@@H](CO)O1)NCc1ccncc1,2,-3.9,-2,1,-4,-1,-5[16.7 µM]
N#CCSc1nc(-c2ccccc2)nc2ccc(F)cc12,-9,0.2,37,5,-4,19,1
FC(F)(F)c1cccc(CN2[C@@H]3CNC[C@H]2C3c2ccc(-c3ccncc3)cc2)c1 (stereo not given in full),-1,1.9,x,-4,-5,x,x
CC(=O)NCc1ccc(S(=O)(=O)N2CCN(c3ccccn3)CC2)cc1,7,-0.4,10,3,2,4,x
CC1(C)CC(NC(=O)COc2ccc([N+](=O)[O-])cc2)CC(C)(C)N1,x,-1.1,7,18,-2,15,-5
Cc1ccc(C)c(CN2CCC(CNC(=O)Nc3ccc(C)c(F)c3)CC2)c1,u,2.6,4,-18,3,4,x
COc1ccccc1CCC(=O)Nc1ccc(S(=O)(=O)Nc2ncccn2)cc1,-9,-0.2,5,-6,-12,-5,-2
O=C(Nc1ccccc1N1CCN(C(=O)c2ccccc2)CC1)c1ccccc1Cl,x,-3.8,1,18,-4,3,x
Cc1noc(C)c1S(=O)(=O)Nc1ccc2c(c1)C(=O)N([C@H](C)CO)C[C@@H](C)[C@H](CN(C)Cc1ccc3c(c1)OCO3)OCCCC[C@H](C)O2,-2,2.8,-7,-8,x,-2,-13[16.7 µM]
O=C(NNC(=S)Nc1ccc(F)c(Cl)c1)c1ccccc1Br,-4,3.8,-78,2,x,-26,-4

# New compounds follow:
SMILES,DENV2 CPE,CFTR F508del cor,PAX8 inh HTS,INS-1E GSIS act,FN deposit inh,EWS-Fli inh,miR122 inh
O=C(CN1CCC(NC(=O)Cc2ccccc2)CC1)Nc1cccc2ccccc12,10,2.7,x,-1,x,6,x
Cc1cccc(Cn2c(C)c(C)c3cc(C(=O)NCCN4CCOCC4)ccc32)c1,0,-2.4,12,-18,-22,8,-1
Cc1ccc(NC(=O)Cc2ccc(Cl)cc2)nc1,14,0.7,7,-13,4,-5,12
CCCNC(=O)N1C[C@H](C)[C@H](OC)CN(C)C(=O)c2cc(NC(=O)C3CCC3)ccc2OC[C@@H]1C,x,-3.9,x,-9,8,0,-5[16.7 µM]
CCOC(=O)N1CCN(C(=O)CSc2ccc(-c3cccnc3)nn2)CC1,x,-1.2,7,26,-1,-16,x
COc1ccc(C2=NCCc3cc(OC)c(OC)cc32)cc1,x,x,-10,13,8,x,-3
Cc1ccc(SCC(=O)Nc2ccc(N3CCOCC3)cc2)cc1C,5,-4.8,6,-9,x,-8,-3
Cc1nn(-c2ccccc2)c(Oc2ccccc2)c1C=O,x,0.9,6,12,4,-3,-18
COc1cccc(S(=O)(=O)N[C@H]2CC[C@H](CC(=O)NCc3ccc(F)cc3)O[C@H]2CO)c1,12,-2.0,-7,19,x,1,x
C[C@@H]1CN([C@H](C)CO)S(=O)(=O)c2ccc(C3=CCCC3)cc2O[C@@H]1CN(C)CC1CCCCC1,-2,2.2,x,-3,x,20,8[16.7 µM]
COCC#Cc1cnc2c(c1)C(=O)N([C@H](C)CO)C[C@@H](C)[C@H](CN(C)Cc1ccc3c(c1)OCO3)O2,6,0.4,-27,-4,-11,-1,2[16.7 µM]
O=C(CNS(=O)(=O)c1ccc2ccccc2c1)Nc1ccc(F)c(F)c1F,-3,4.3,4,-1,3,4,-7
CN(C)c1ccc2c(c1)[C@@H]1C[C@@H](CC(=O)NCc3cc(F)ccc3F)O[C@H](CO)[C@@H]1O2,11,-7.3,-66,-6,3,-1,13[16.7 µM]
C[C@@H]1CCCCO[C@@H](CN(C)C(=O)Nc2ccc3c(c2)OCO3)[C@H](C)CN([C@H](C)CO)C(=O)c2cc(NC(=O)c3ccccc3)ccc2O1,-5,2.8,7,-10,x,-2,-6[16.7 µM]
Cc1ccc(CN(C(=O)COc2cccc(C)c2C)C2CCS(=O)(=O)C2)o1 (stereo not given),-3,-1.6,x,4,7,x,x

# Part of the list above with just miR122 inh and PAX8 inh HTS.
Molecule | miR122 inh | PAX8 inh HTS
COc1cccc(S(=O)(=O)N[C@H]2CC[C@H](CC(=O)NCc3ccc(F)cc3)O[C@H]2CO)c1 | x | -7
C[C@@H]1CN([C@H](C)CO)S(=O)(=O)c2ccc(C3=CCCC3)cc2O[C@@H]1CN(C)CC1CCCCC1 | 8[16.7 µM] | x

# Not a hit list. About 3.9% of those tested had a hit in this group.
